Assay outcomes (PubChem)
CHRM5 agonist: agonists of human muscarinic M5 receptor (CHRM5) | P08912 | CHO-K1 hM5 cells, Fluo-8 calcium fluorescence; 0% DMSO wells, 100% maximal acetylcholine response | activation, % at 3 µM | 0.19% of 360,000 active;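 active = activation above the run's mean over test compounds plus 3 SD, cut at about 23% in these data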;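 note: signal is peak over basal fluorescence ratio across the kinetic read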
CHRM4 PAM: potentiates acetylcholine response at human M4 receptor. P08173. CHO-K1 hM4/Gqi5, Fluo-8 calcium fluorescence, ACh EC20; 0% = ACh EC20, 100% = maximal ACh. activation, % at 3 µM. 0.4% of 360,000 active;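 active = activation above its plate's cutoff, the mean activation of sample wells plus 3 SD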; note: some results filed as inactive read as strong as hits
Target sequence (P08173 whole entry, looked up): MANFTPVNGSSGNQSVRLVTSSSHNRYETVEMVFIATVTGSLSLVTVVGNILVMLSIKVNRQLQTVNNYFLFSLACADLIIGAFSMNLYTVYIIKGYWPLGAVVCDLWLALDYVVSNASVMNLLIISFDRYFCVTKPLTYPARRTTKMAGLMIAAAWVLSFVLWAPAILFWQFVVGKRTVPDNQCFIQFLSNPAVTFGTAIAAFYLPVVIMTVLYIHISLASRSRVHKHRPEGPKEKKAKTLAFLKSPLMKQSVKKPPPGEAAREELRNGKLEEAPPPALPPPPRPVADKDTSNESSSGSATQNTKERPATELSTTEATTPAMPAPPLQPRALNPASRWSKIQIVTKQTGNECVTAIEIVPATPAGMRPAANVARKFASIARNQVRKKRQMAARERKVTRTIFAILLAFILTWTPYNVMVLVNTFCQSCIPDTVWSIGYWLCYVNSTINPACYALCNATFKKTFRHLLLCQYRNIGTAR
CRFR2-BP antag: blocks CRF-induced signaling of the CRF-BP/CRF-R2 complex; HEK293 CRF-R2/CRF-BP, CRF-induced calcium fluorescence; inhibition, % at 11.8 µM; 0.59% of 350,000 active;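 active = inhibition of the ligand-induced calcium signal above about 50% at the single tested concentration, limit read from the data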
M1 PAM: potentiates human M1 receptor response to acetylcholine. P11229. CHO-K1 hM1, Fluo-8 calcium fluorescence, ACh EC20; 0% = ACh EC20, 100% = maximal ACh. activation, % at 3 µM. 0.088% of 360,000 active; in the data active = activation above about 19%, passing the limit was not always enough
Target sequence (P11229 whole entry, looked up): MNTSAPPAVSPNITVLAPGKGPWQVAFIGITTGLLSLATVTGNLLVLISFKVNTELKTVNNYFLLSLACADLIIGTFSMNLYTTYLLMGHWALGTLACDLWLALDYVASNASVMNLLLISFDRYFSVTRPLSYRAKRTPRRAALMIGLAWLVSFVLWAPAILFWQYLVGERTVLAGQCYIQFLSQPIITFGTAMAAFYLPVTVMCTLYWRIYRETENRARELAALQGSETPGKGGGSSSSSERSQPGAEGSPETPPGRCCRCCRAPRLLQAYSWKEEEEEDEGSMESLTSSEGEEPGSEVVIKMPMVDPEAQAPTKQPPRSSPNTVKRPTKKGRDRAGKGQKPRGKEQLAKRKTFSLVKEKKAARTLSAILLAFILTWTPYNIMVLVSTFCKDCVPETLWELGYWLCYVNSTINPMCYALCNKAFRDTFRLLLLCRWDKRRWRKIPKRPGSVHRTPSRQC
CRFBP-R2 agonist: agonists of human CRF-binding protein/CRF-R2 receptor complex; HEK293 CRF-R2/CRF-BP, calcium dye fluorescence (FLIPR); percent of saturating CRF peptide response; activation, % at 13.2 µM; 0.46% of 350,000 active;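 active = activation of at least 50%, plus an integration ratio under a set limit after plate pattern correction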;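 note: plate controls were neutral control wells without compound for no effect and CRF at EC100 for full effect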
M4 antag: antagonists of human muscarinic M4 receptor (CHRM4) | inhibition, % at 3 µM | CHO-hM4 cells, ACh EC80, Fluo-8 calcium fluorescence | P08173 | AID 624125 | 0.73% of 360,000 active;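 active = inhibition above its plate's cutoff, the mean inhibition of sample wells plus 3 SD, cut at about 27% in these data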;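 note: 0% = acetylcholine EC80 with DMSO and 100% = DMSO without agonist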
M5 PAM: potentiates acetylcholine response at human M5 receptor. CHO-K1 hM5, Fluo-8 calcium, ACh EC20 PAM; 0% = ACh EC20, 100% = ACh EC100. activation, % at 3 µM. 0.3% of 360,000 active. AID 624038;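 active = activation above the run cutoff, the mean activation of all test compounds plus 3 SD, cut at about 18% in these data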
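Assay system: CHO-K1 hM5 cells. Also added: acetylcholine at EC20 concentration, added after compound. Dosing: 3 µM, single dose. Times: compound preincubation 140 s before EC20 acetylcholine addition. Signal: Fluo-8 calcium fluorescence. Measure: % activation relative to EC20 and EC100 ACh responses. Repeats: singlicate, one well per test compound.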
M4 ag: CHRM4 agonism in calcium assay; P08173; CHO-K1 hM4/Gqi5, Fluo-8 calcium fluorescence; vehicle 0%, full acetylcholine response 100%; activation, % at 3 µM; 0.14% of 360,000 active; AID 624127;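 active = activation above the run mean over all test wells plus 3 SD, cut at about 32% in these data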;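 note: peak over basal fluorescence ratio per well then scaled between controls; 0% = DMSO wells and 100% = acetylcholine at EC100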
CHRM5 antagonist: blocks acetylcholine activation of human M5 receptor; P08912; CHO-hM5 cells, Fluo-8 calcium fluorescence, ACh EC80; inhibition, % at 3 µM; 0.59% of 360,000 active; AID 624040;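 active = inhibition above a per-plate cutoff, the mean of that plate's test compounds plus 3 SD, cut at about 27% in these data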;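 note: 0% = acetylcholine EC80 with DMSO and 100% = DMSO without agonist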
Numbers without * were called inactive; . = not tested or not shown.

SMILES	CHRM5 agonist	CHRM4 PAM	CRFR2-BP antag	M1 PAM	CRFBP-R2 agonist	M4 antag	M5 PAM	M4 ag	CHRM5 antagonist
COc1ccc(-n2nnnc2SCC(=O)c2ccc3c(c2)OCCO3)c(OC)c1	0	2	10	7	1.7	5	-4	1	3
CN(C(=O)C1CCN(S(=O)(=O)c2cccs2)CC1)C1CCCCC1	5	2	-26	9	0.0	0	-3	2	4
Cc1nc2cc(C(F)(F)F)ccc2n1C1CCN(CC(=O)N2CCCC2)CC1	-6	6	10	12	3.2	-14	11	2	-8
COc1c2ccccc2nn1C(C)C	3	13	.	.	.	-15	-10	1	3
CN1CCN(C(=O)CCS(=O)(=O)c2cc3c(cc2Cl)NC(=O)CO3)CC1	0	7	6	5	-0.2	-9	1	-1	2
C[C@H](NC(=O)c1ccc(Br)cc1)C(=O)NCc1ccc(S(N)(=O)=O)cc1	-4	-4	-33	-4	-1.8	-1	1	0	-4
Cc1ccc(S(=O)(=O)Nc2ccc(N3CCOCC3)cc2)cc1	4	-1	-5	1	0.0	8	-3	3	5
Cc1cc2nccc(-c3ccccn3)n2n1	2	-2	5	0	-2.2	4	2	0	6
COc1ccc(O)c(C=NCC(C)N=Cc2cc(OC)ccc2O)c1 (stereo not drawn)	0	5	11	13	1.2	2	-1	1	4
COc1cc2sc(-c3ccc(S(C)(=O)=O)cc3)c(-c3ccc4c(c3)OCO4)c2cc1OC	-2	10	-3	-3	0.4	1	1	0	5
Cc1nc(NCc2ccco2)c2c3c(sc2n1)CCC3	-3	4	-8	0	-0.8	-12	-3	8	-1
O=C(COC(=O)c1ccco1)NNC(=O)c1ccc(Cl)cc1	-2	17	-4	16	-0.7	-6	1	2	5
COCc1[nH][nH]c(=O)c1C=NCC(=O)OC	-1	6	10	10	-0.4	-5	-6	1	8
Cn1cnc(Sc2ncnc3nc[nH]c23)c1[N+](=O)[O-]	0	-8	4	7	0.8	-6	1	1	-2
COc1ccc(CCNC(=O)C2CCC(=O)N(CC3CCCCC3)C2)cc1 (stereo not drawn)	-2	1	-5	6	3.0	-16	4	3	-7
Cc1cc(C)nc(N2CCN(c3nnnn3-c3ccccc3)CC2)n1	-2	5	31	6	-0.4	3	4	1	-9
CCCS(=O)(=O)N1CCCC(C(=O)NCCc2ccc(Cl)cc2)C1 (stereo not drawn)	-1	4	-11	5	-0.6	2	-4	2	-2
COCCN(C(=O)C1=COCCO1)c1c(N)n(Cc2ccccc2)c(=O)[nH]c1=O	-2	0	-6	6	0.0	7	-4	0	8
CCCCN1Cc2cc(C(=O)c3cc(F)ccc3O)cnc2NC1=O	-5	-8	-11	-5	-1.2	0	-2	4	6
O=C1Nc2ccccc2/C1=N\N=C\C1=C(N2CCOCC2)C(=C\c2ccccc2)/CC1	2	10	.	7	.	10	5	2	-4
CN(CC(=O)Nc1cccc(F)c1)C(=O)c1cn2ccccc2n1	4	3	-5	7	0.0	10	-4	2	-2
CC1CC(C)CN(C(=O)c2ccc(Br)c(S(=O)(=O)N3CCOCC3)c2)C1 (stereo not drawn)	5	-1	8	2	-0.3	6	-5	2	6
CC(=O)Nc1ccc2nc(NC(=O)CS(=O)(=O)c3ccccc3)sc2c1	2	-3	-7	-7	-2.0	-3	0	0	7
CCOc1ccccc1CN1[C@@H](c2ccc(OC)cc2)CC(C(=O)OC)(C(=O)OC)[C@H]1c1ccccc1	-1	-6	.	.	.	-7	-5	0	-11
COc1cc2c(cc1OC)CN(Cc1ccc(OC)c(C)c1OC)CC2	-6	7	-6	-5	-0.4	2	2	0	-3
The listing continues.
SMILES	CHRM5 agonist	CHRM4 PAM	CRFR2-BP antag	M1 PAM	CRFBP-R2 agonist	M4 antag	M5 PAM	M4 ag	CHRM5 antagonist
COc1ccc([N+](=O)[O-])cc1NS(=O)(=O)c1cc(C(=O)O)ccc1OC	1	7	9	6	-2.7	-6	4	0	3
CCNC(=S)NNC(=O)c1cccc(Br)c1	4	10	-10	7	-5.3	-6	0	2	1
O=C1NC(=Nc2ccccc2)S/C1=C\c1cccn1-c1ccccc1	-1	6	-15	-5	-0.5	14	-14	5	11
Cc1c(C)[n+](=O)c(C)c(C)n1[O-]	0	2	-4	13	0.1	3	0	1	10
CCOc1nc(NCCO)nc(Nc2ccc([N+](=O)[O-])cc2)n1	-1	1	-10	12	-0.8	-4	0	2	3
O=C(O)Cn1nc2ccccc2n1	-1	2	17	9	1.6	5	2	1	-1
O=C(NNC(=O)c1ccccc1F)c1ccc(-c2ccccc2Cl)o1	0	2	20	-2	-0.6	-11	-3	6	-10
O=C(NCc1ccco1)c1cnn2c(C(F)(F)F)cc(-c3ccccc3)nc12	3	3	-16	1	-6.2	4	-4	3	-2
COCCCNC(=O)C[C@H]1C[C@H](C(=O)N2CCCCC2)[C@@]2(CCc3ccccc3)c3[nH]c4cc(CCC(=O)N(C)C)ccc4c3CCN2C1=O	1	1	-9	7	1.9	5	-2	0	2
CCC(C)N(C(=O)Cn1nnc2ccccc21)C(C(=O)Nc1ccc(F)cc1)c1cccc(OC)c1 (stereo not drawn)	5	-6	-72	7	-1.1	2	-8	5	5
CC(=O)Nc1cccc(NC(=O)c2ccc3c(c2)CCN3S(=O)(=O)c2ccccc2)c1	-5	-11	2	-5	0.6	-11	-6	18	7
Nc1nonc1-c1noc(-c2ccc(Br)o2)n1	-6	1	-9	3	-0.7	2	6	-1	-6
COC(=O)c1c(C)[nH]c(C(=O)NCc2ccco2)c1C	3	3	-5	0	-0.2	-1	-4	10	8
CC(C)(C)NC(=O)/C(=C\c1ccccc1F)NC(=O)c1ccc([N+](=O)[O-])cc1	-1	1	-23	1	1.2	-8	0	1	0
CCOC(=O)CSc1nnc(C)c(C)n1	2	11	4	6	-0.2	-8	2	1	15
CC(=O)Nc1ccc(S(=O)(=O)NC(CC(=O)N(C)Cc2ccccc2)C(C)C)cc1 (stereo not drawn)	-5	18	1	7	-1.2	-4	10	1	-3
COc1ccc(C(=O)NCCCN2CCOCC2)cc1	5	1	1	15	-0.7	0	0	0	8
CC1(C)CC(=O)C2=C(C1)c1c(ccc3ccccc13)NC2c1ccco1 (stereo not drawn)	0	-5	-8	3	1.5	-2	-2	2	-2
Cc1ccc(NC(=O)COc2ccccc2C(=O)NCCc2ccccc2)cc1	-3	-9	1	2	1.1	-1	-9	4	13
COC(=O)CNS(=O)(=O)c1ccc(Cc2ccc(S(=O)(=O)NCC(=O)OC)cc2)cc1	4	-6	15	1	-0.9	-5	-6	7	-12
Cc1c(NC(=O)/C(C#N)=C/C2CC=CCC2)c(=O)n(-c2ccccc2)n1C (stereo not drawn)	-13	-1	12	-13	-0.9	2	-17	1	1
O=S(=O)(c1ccc(NC(=S)NCc2ccc(F)cc2)cc1)N1CCOCC1	7	-4	0	-2	1.6	3	-8	16	12
COc1ccc(NS(=O)(=O)c2ccc(O)c([N+](=O)[O-])c2)cc1S(=O)(=O)N1CCCCC1	1	2	-10	-1	-2.0	-1	0	0	14
CCOc1ccccc1C1C(C#N)=C(N)Oc2n[nH]c(CC)c21 (stereo not drawn)	2	4	-3	-6	-5.0	6	-1	2	0
COc1cccc(NC(=O)C2CCN(S(=O)(=O)c3ccc4c(c3)OCCO4)CC2)c1	-5	17	-23	7	1.5	-7	-13	6	-2
(further entries)
SMILES	CHRM5 agonist	CHRM4 PAM	CRFR2-BP antag	M1 PAM	CRFBP-R2 agonist	M4 antag	M5 PAM	M4 ag	CHRM5 antagonist
CCOC(=O)c1ccc(Nc2cc(C)nc3nc(C)nn23)cc1	4	2	-2	-3	-0.6	-9	6	-2	3
O=C(c1ccc([N+](=O)[O-])cc1)N1CCN(C(=O)c2cccs2)CC1	-3	0	27	1	-4.1	6	-1	0	-8
COc1ccccc1/C=C/C(=O)OCCN1C(=O)c2ccccc2C1=O	-3	-20	19	-6	1.8	79*	-5	9	9
O=C(NNC(=O)C1CC(c2cccs2)=NO1)Nc1ccc(Cl)cc1 (stereo not drawn)	-4	-5	-9	6	-2.4	9	7	1	-3
OC(c1ccc(F)c(F)c1)c1nc(-c2ccccc2)cs1 (stereo not drawn)	0	2	.	6	.	-1	-2	1	-1
CCOc1cccc(-c2cc(C(=O)NN)[nH]n2)c1	2	5	-15	-1	0.1	-6	1	2	8
Cn1c(=O)c2c(n3cnnc13)-c1ccccc1CC21CCCC1	5	3	-16	2	-0.4	4	-5	0	-2
COc1ccc(S(=O)(=O)N2CCCCCC2)cc1C(=O)OCc1cccc(OC)c1OC	-2	-10	0	-6	6.9	-2	-23	12	8
Cc1ccc(S(=O)(=O)Nc2cccc(C(=O)NC3CCN(Cc4ccccc4)CC3)c2)cc1F	-4	-9	-28	-6	1.4	-12	-10	22	-2
O=C(N/N=C/C=C/c1ccccc1)c1ccc(Br)cc1	2	1	-5	11	0.8	-10	3	1	-8
CCOC(=O)N1CCC(NC(=O)c2cc(C(=O)Nc3ccc(OCC)cc3)ccc2CO)CC1	-1	11	-3	3	-1.6	-3	12	1	-2
C/C(=N\NC(=O)c1ccc(N2CCCC2=O)cc1)c1ccccc1	-1	0	11	6	-1.3	2	2	1	8
Cc1sc(NC(=O)c2ccccc2)c(C(=O)NCCN(C)C)c1C	-2	20	-4	1	0.2	15	6	2	-8
CCOC(=O)CC(=O)CSc1ncnc2c1nnn2-c1ccc(F)cc1	-2	-3	-2	5	-1.3	1	-1	4	4
Cc1ccc(CSCC(=O)NCc2cccnc2)cc1	0	-1	11	9	-2.5	3	1	1	3
Cc1cccc(C)c1NC(=O)CN1CCN(C/C=C/c2ccccc2)CC1	-6	4	.	-4	.	-4	-1	4	11
NNC(=O)CC1NCCN(Cc2ccccc2)C1=O (stereo not drawn)	-4	1	-8	20	0.9	8	4	0	-5
CN(CC(=O)Nc1ccc(F)cc1)c1ccc(S(=O)(=O)N2CCCCC2)cc1[N+](=O)[O-]	-1	-3	2	-26	0.9	11	-4	2	5
O=C(CN1C(=O)NC2(CCCc3ccccc32)C1=O)N1CCc2ccccc2C1 (stereo not drawn)	3	20	-26	11	3.0	4	0	3	1
Cn1c(Cc2csc(N)n2)nnc1SCC(=O)NC1CCCCC1	-2	5	-14	4	-1.0	5	-2	1	-1
Cc1ccc(S(=O)(=O)c2nnn3c2nc(NCCCN2CCCC2=O)c2ccccc23)cc1C	-7	1	8	-6	0.8	-2	-4	5	15
COc1ccc(NC(=O)COC(=O)/C=C/c2ccccc2[N+](=O)[O-])cc1OC	7	-13	-8	-3	0.2	-4	-11	10	-1
Cc1nn(C(C)(C)C)c(NC(=O)c2ccc(Cl)cc2Cl)c1Br	-6	-4	11	0	1.7	-14	-9	3	0
O=C(Cc1ccc([N+](=O)[O-])cc1)NCc1ccccn1	-2	-1	14	7	-0.8	3	0	1	-4
COc1ccc(-c2[nH]ncc2CN2CCCC(C(=O)c3ccc(OC)cc3OC)C2)cc1 (stereo not drawn)	-4	-4	-10	3	0.5	5	-3	1	2
